DT40 TDP1 no CPT = qHTS for Inhibitors of human tyrosyl-DNA phosphodiesterase 1 (TDP1): qHTS in cells in absence of CPT; DT40 Tdp1-/- hTDP1 cells, no CPT, ATP luminescence, 48 h; Potency, µM (top dose mostly 46.2 µM), for inactives: top-dose activity change, negative = growth inhibition, actives largely listed as inhibitors; hit rate 15% among 420,000; AID 686978, 2013; also: nearly all actives have a fitted effect of over 55% in size
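A cellular qHTS used chicken DT40 cells lacking endogenous Tdp1 but carrying stably transfected human TDP1. Compounds were applied without camptothecin, and cell growth kinetics were judged by ATP-dependent luminescence after ≥48 hr.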
DT40 TDP1 CPT = qHTS for Inhibitors of human tyrosyl-DNA phosphodiesterase 1 (TDP1): qHTS in cells in presence of CPT | chicken DT40 Tdp1-/-;hTDP1 cells + 20 nM CPT, ATP luminescence, 48 h | hit rate 12% among 420,000 | Potency, µM (highest dose often 46.2 µM), without a hit: top-dose activity change, negative = growth inhibition, actives largely listed as inhibitors | AID 686979, 2013; also: nearly all actives have a fitted effect of over 55% in size
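Cell growth measured by CellTiter-Glo luminescence after a minimum 48 h, 37 C compound exposure with 20 nM CPT in Tdp1-knockout DT40 cells stably expressing hTDP1, seeded 400/well; qHTS titration format.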
GCN5L2 inh = qHTS Assay for Inhibitors of GCN5L2; hit rate 0.21% among 390,000; GCN5L2 HAT assay, ThioGlo1 CoA-SH fluorescence; AID 504327, 2011; Potency, µM (doses to about 58.9 µM), without a hit: at the top dose activity change, negative = inhibition, most hits filed as inhibitors
Target sequence (Q92830 whole entry, looked up): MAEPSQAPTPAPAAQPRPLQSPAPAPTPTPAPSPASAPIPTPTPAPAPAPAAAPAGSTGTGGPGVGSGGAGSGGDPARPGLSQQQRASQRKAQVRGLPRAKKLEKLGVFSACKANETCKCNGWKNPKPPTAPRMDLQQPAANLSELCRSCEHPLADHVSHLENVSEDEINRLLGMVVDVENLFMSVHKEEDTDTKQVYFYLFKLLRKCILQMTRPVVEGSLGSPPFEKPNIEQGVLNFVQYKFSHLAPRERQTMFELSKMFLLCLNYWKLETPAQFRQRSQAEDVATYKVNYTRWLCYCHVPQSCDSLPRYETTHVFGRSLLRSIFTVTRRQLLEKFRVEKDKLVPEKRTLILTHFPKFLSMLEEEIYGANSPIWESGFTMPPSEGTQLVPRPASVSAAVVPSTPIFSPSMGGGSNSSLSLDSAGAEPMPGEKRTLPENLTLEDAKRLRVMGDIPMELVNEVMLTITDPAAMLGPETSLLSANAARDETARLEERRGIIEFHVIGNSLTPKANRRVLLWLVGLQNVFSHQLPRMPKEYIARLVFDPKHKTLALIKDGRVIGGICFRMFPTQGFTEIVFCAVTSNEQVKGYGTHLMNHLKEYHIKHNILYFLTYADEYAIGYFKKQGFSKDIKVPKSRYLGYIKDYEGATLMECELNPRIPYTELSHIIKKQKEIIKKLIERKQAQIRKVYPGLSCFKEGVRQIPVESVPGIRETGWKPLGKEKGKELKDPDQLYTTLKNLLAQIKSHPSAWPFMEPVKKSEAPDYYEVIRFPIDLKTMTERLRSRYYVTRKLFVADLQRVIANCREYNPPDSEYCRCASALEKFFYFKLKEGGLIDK
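Fluorescence readout, Ex340nm/Em540nm: ThioGlo1 (50uM final) reacts with free CoA thiol released as 20nM GCN5L2 acetylates H3(1-25) peptide (75uM) using acetyl-CoA (70uM). Compound and enzyme sat 15 min beforehand; 20 min room-temperature reaction.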
The depositor's hits bear a star; ? = inconclusive; / = no result given; ! = not confirmed by another sample. Calls follow the shape of the dose curve; as a rule, active = well fitted curve in the direction sought with a large enough effect; inconclusive = small, poorly fitted or top-dose-only effect, or another doubt; inactive = no such curve, though single readings can be large; an effect the other way counts as inactive or inconclusive. % is scaled to controls: 0 for no effect and ±100 for the full control effect; potency is read from the fitted curve at half-maximal effect.

SMILES	DT40 TDP1 no CPT	DT40 TDP1 CPT	GCN5L2 inh
O=C1c2oc3ccc(Cl)cc3c(=O)c2C(c2ccco2)N1CCN1CCOCC1 (centres undefined)	1%	-4%	-4%
O=C(CCN1CCCCC1)Nc1ccc(F)c(F)c1	-19%	1%	/
COc1ccc(C2CC(=O)C(C=NCCN3CCOCC3)=C(O)C2)cc1 (centres undefined)	-1%	-1%	4%
Cc1ccc(C(=O)N2CCN(C(=O)C3CCCO3)CC2)cc1 (centres undefined)	13%	8%	-3%
O=C(N[C@@H](Cc1ccccc1)C(=O)N1CCN(S(=O)(=O)c2cccc(F)c2)CC1)c1ccco1	-15%	-18%	-5%
COc1ccc(-c2nnc(SCC(=O)Nc3cccc(F)c3)s2)cc1	-8%	-16%	-1%
CCOC(=O)c1cnc2ccc(OCC)cc2c1N1CCN(c2ccccc2)CC1	26µM*	21µM*	-12%
Cc1cc(Br)cc(Cl)c1OC(=O)c1cnccn1	-16%	6%	-5%
CCN(CC)C(=O)c1ccccc1NS(C)(=O)=O	-15%	-5%	3%
O=C(CN1CCCC1)Nc1ccccc1Sc1ccc(Cl)cc1	?	-24%	-6%
O=C(Nc1nnc2n1CCS2)c1ccc(F)cc1F	?	?	-6%
COc1ccc(/C=N/N=C2/C(=O)Nc3ccccc32)cc1O	-22%	-26%	-6%
CCN(CC(=O)Nc1ccc(N2CCOCC2)cc1)Cc1nc2ccccc2c(=O)[nH]1	?	-2%	-4%
COc1cccc(OCC(=O)Nc2c3c(nn2-c2ccccc2)CS(=O)(=O)C3)c1	-10%	-26%	-4%
O=C(c1ccc(NC(=O)C2(c3ccccc3)CCOCC2)cc1)N1CCOCC1	-9%	-5%	/
Cc1ccc(S(=O)(=O)N2[C@@H](c3ccc(Br)cc3)C(C(=O)O)=CC[C@H]2c2cccc(C)c2)cc1	-28%	1%	-2%
NC(=O)c1ccc(N=Cc2ccc([N+](=O)[O-])s2)cc1	3.3µM*	5.2µM*	-8%
Cc1ccc(-c2nn(C(C)(C)C)c3ncnc(NS(=O)(=O)c4ccc([N+](=O)[O-])cc4)c23)cc1	18µM*	21µM*	?
Cc1ccc(Cl)cc1-n1ncc2c(N3CCCCCC3)ncnc21	8.2µM*	5.8µM*	-9%
CSCCC(NC(N)=O)C(=O)N(C)CC(=O)Nc1ccc(C)cc1 (centres undefined)	-7%	-2%	0%
CCOc1ccc(N2C(=O)CC(SCC(=O)O)C2=O)cc1 (centres undefined)	-1%	-6%	3%
COc1ccc2cc(-c3ccsc3)ncc2c1	?	-29%	-2%
Cc1ccccc1OCCn1cnc2cc([N+](=O)[O-])ccc2c1=O	21µM*	18µM*	-6%
N#CCC(=O)N/N=C/c1c(-c2ccccc2)n(-c2ccccc2)c2ccccc12	21µM*	?	-6%
CCOC(=O)CCc1c(C)nc(SCCN2CCCC2)c(C#N)c1C	-11%	-23%	0%
CC(=O)Sc1nc(-c2ccccc2)[nH]c1S(=O)(=O)c1ccc(C)cc1	21µM*	18µM*	-16%
CCOC(=O)COc1ccc(C)cc1C(=O)c1ccn2nc(-c3ccc(Cl)cc3)cc2n1	?	?	1%
CCOC(=O)N/N=C1\CCc2ccccc21	-8%	-12%	-1%
O=C(Nc1cccc(Cl)c1)c1cc(-c2ccccc2)on1	-5%	-20%	-4%
Cc1nc(SC(C(N)=O)c2ccccc2)c(C#N)c(C)c1C (centres undefined)	?	-1%	1%
CCN(CC)c1ccc(NC(=O)COC(=O)/C=C/c2nc3ccccc3s2)cc1	?	12%	-9%
O=C(Nc1ccccc1)Nc1csc2ccccc12	?	?	-5%
CC1=C(C(=O)N(C(C)C)C(C)C)CC(CC(=O)NCCCCc2ccccc2)C(=O)N1CCC1=CCCCC1 (centres undefined)	?	?	/
CN(C)C=C1C(=O)c2ccccc2C1=O	?	?	1%
CCCSc1nnc2nc(C)cc(C)n12	-3%	?	-6%
CN(C)C(CNc1ccc(S(C)(=O)=O)cc1[N+](=O)[O-])c1ccccc1 (centres undefined)	-15%	1%	-1%
CC(NC(=O)CN(C)S(=O)(=O)c1ccc(F)cc1)C1CC2CCC1C2 (centres undefined)	4%	-16%	-6%
CN(C)CC(CCC(CN(C)C)C(=O)c1ccccc1)C(=O)c1ccccc1 (centres undefined)	1.6µM*	1.5µM*	-10%
O=C(C1CCN(S(=O)(=O)c2ccc(F)cc2)CC1)N1CC=C(c2ccccc2)CC1	?	?	-8%
Cc1ccc(-n2nc3c(N4CCC(C(=O)NC5CCC(C)CC5)CC4)nnc(C)c3c2C)cc1 (centres undefined)	21µM*	15µM*	3%
COCCCNC(=O)CCCn1c(=O)c2ccccc2n(CC(=O)Nc2ccc(C)cc2Cl)c1=O	-10%	-27%	0%
Cc1cccc(C(=O)Nc2ccccc2OCc2cc(=O)n3c(C)csc3n2)c1	-3%	0%	3%
COc1ccc(CC(=O)Nc2sc(Cc3ccccc3)c(C)c2C(N)=O)cc1	-18%	?	-18%
CCO[C@H]1OC(C(=O)N2CCCCCCC2)=C[C@@H](C)[C@@H]1CCCO	-16%	3%	3%
COc1ccc(CNC(=O)c2ccc(-c3nc(CSc4ccccc4)c(C)o3)cc2)cc1	-24%	-30%	4%
Cc1ccc(S(=O)(=O)N2CCCCC2)cc1NC(=O)COC(=O)C1CC2C=CC1C2 (centres undefined)	?	?	0%
CCN(CC)C(=O)N1CCc2ccccc2C1CN1C(=O)c2ccccc2C1=O (centres undefined)	-29%	?	/
Cc1ccc(S(=O)(=O)CCC(=O)N(CCCN2CCOCC2)c2nc3ccccc3s2)cc1	2.9µM*	2.3µM*	-2%
COc1ccc(C(=O)NNC(=O)CN2CCN(c3nc(-c4ccccc4)cs3)CC2)cc1	6%	?	0%
CCC(=O)N1CCC1(C)C(=O)Nc1nccs1 (centres undefined)	?	-6%	/
O=C(O)c1ccc2c(c1)N(Cc1ccccc1F)C(=O)c1ccccc1S2=O (centres undefined)	-8%	-3%	0%
O=C(CCN1CCCCCC1)Nc1cccc(F)c1	-13%	0%	-1%
Cc1cc(C)nc(NS(=O)(=O)c2ccc(N/C=C/C(=O)c3ccc(Cl)cc3)cc2)n1	-26%	-24%	-4%
CCN1C(=O)/C(=C2/C(=O)N3c4c(cc(OC(C)=O)cc42)C(C)=CC3(C)C)SC1=S	?	?	-1%
Cc1ccccc1N1C(=O)C2CCCN2C1=S (centres undefined)	?	-29%	-3%
COc1ccccc1CNC(=O)C(C)NS(=O)(=O)c1ccccc1 (centres undefined)	-15%	4%	-16%
CCCn1c(N)c(C(=O)CN2CCc3ccccc3C2)c(=O)n(C)c1=O	-27%	1%	-3%
O=C(CSc1nnc(CNC(=O)c2c(F)cccc2Cl)o1)Nc1ccccc1F	-11%	20%	-1%
COc1cccc(CNC(=O)C2(c3cccs3)CCOCC2)c1	-6%	-3%	-5%
Cc1cc(C)cc(C(=O)N(C)[C@H](Cc2ccc(-c3ccccc3)cc2)C(=O)N[C@@H](Cc2c[nH]c3ccccc23)C(=O)O)c1	-25%	0%	32µM*!

(more compounds)
SMILES	DT40 TDP1 no CPT	DT40 TDP1 CPT	GCN5L2 inh
CC(C)C1OC2(C)OC(=N)C1(C#N)C(C#N)(C#N)C2c1ccccc1 (centres undefined)	?	?	-17%
CCC(C)C(N)C(=O)N1CCCC1C(=O)NC(C(=O)O)C(C)CC (centres undefined)	1%	0%	/
Cc1nc(N2N=C3/C(=C/c4ccc(F)cc4)CCCC3C2c2ccc(F)cc2)sc1C(=O)N(C)C (centres undefined)	29µM*	?	-20%
CS(=O)(=O)c1ccc(-c2cnc3c(NC=O)cc(-c4ccsc4)cn23)cc1	18µM*	23µM*	/
CCC(=O)N1CCc2cc(Br)cc(S(=O)(=O)N3CCCC(C(=O)O)C3)c21 (centres undefined)	17%	3%	-5%
O=C(/C=C/c1ccco1)Nc1ccc(Cl)c(S(=O)(=O)N2CCOCC2)c1	?	?	-7%
Cc1nn(CC(=O)NC2(C#N)CCCCC2)c(C)c1[N+](=O)[O-]	10%	-15%	-2%
O=c1[nH][nH]c(-c2ccccc2)c1C=Nc1ccc(F)cc1F	5%	-1%	-9%
COCCCNC(=O)c1c(-c2ccccc2)noc1C	-1%	-3%	-3%
CC(C)(C)c1ccc(C(=O)Nc2cccc(-n3cnnn3)c2)cc1	2.6µM*	?	-8%
COc1ccc(S(=O)(=O)Nc2c(C(=O)O)[nH]c3ccccc23)c(OC)c1	-15%	-11%	-5%
CCCCN(C(=S)Nc1ccc(F)cc1)c1c(N)n(CCC)c(=O)[nH]c1=O	-10%	3%	-5%

18 consecutive records out of the list so far, quoted:
SMILES	DT40 TDP1 no CPT	DT40 TDP1 CPT	GCN5L2 inh
Cc1ccccc1N1C(=O)C2CCCN2C1=S (centres undefined)	?	-29%	-3%
COc1ccccc1CNC(=O)C(C)NS(=O)(=O)c1ccccc1 (centres undefined)	-15%	4%	-16%
CCCn1c(N)c(C(=O)CN2CCc3ccccc3C2)c(=O)n(C)c1=O	-27%	1%	-3%
O=C(CSc1nnc(CNC(=O)c2c(F)cccc2Cl)o1)Nc1ccccc1F	-11%	20%	-1%
COc1cccc(CNC(=O)C2(c3cccs3)CCOCC2)c1	-6%	-3%	-5%
Cc1cc(C)cc(C(=O)N(C)[C@H](Cc2ccc(-c3ccccc3)cc2)C(=O)N[C@@H](Cc2c[nH]c3ccccc23)C(=O)O)c1	-25%	0%	32µM*!
CC(C)C1OC2(C)OC(=N)C1(C#N)C(C#N)(C#N)C2c1ccccc1 (centres undefined)	?	?	-17%
CCC(C)C(N)C(=O)N1CCCC1C(=O)NC(C(=O)O)C(C)CC (centres undefined)	1%	0%	/
Cc1nc(N2N=C3/C(=C/c4ccc(F)cc4)CCCC3C2c2ccc(F)cc2)sc1C(=O)N(C)C (centres undefined)	29µM*	?	-20%
CS(=O)(=O)c1ccc(-c2cnc3c(NC=O)cc(-c4ccsc4)cn23)cc1	18µM*	23µM*	/
CCC(=O)N1CCc2cc(Br)cc(S(=O)(=O)N3CCCC(C(=O)O)C3)c21 (centres undefined)	17%	3%	-5%
O=C(/C=C/c1ccco1)Nc1ccc(Cl)c(S(=O)(=O)N2CCOCC2)c1	?	?	-7%
Cc1nn(CC(=O)NC2(C#N)CCCCC2)c(C)c1[N+](=O)[O-]	10%	-15%	-2%
O=c1[nH][nH]c(-c2ccccc2)c1C=Nc1ccc(F)cc1F	5%	-1%	-9%
COCCCNC(=O)c1c(-c2ccccc2)noc1C	-1%	-3%	-3%
CC(C)(C)c1ccc(C(=O)Nc2cccc(-n3cnnn3)c2)cc1	2.6µM*	?	-8%
COc1ccc(S(=O)(=O)Nc2c(C(=O)O)[nH]c3ccccc23)c(OC)c1	-15%	-11%	-5%
CCCCN(C(=S)Nc1ccc(F)cc1)c1c(N)n(CCC)c(=O)[nH]c1=O	-10%	3%	-5%

Continuation:
SMILES	DT40 TDP1 no CPT	DT40 TDP1 CPT	GCN5L2 inh
Cc1ccc(C(=O)Nc2ccc(C(=O)O)cc2NC(=O)c2ccc(C)cc2)cc1	-13%	0%	-2%
CC(OC(=O)c1nc(Cl)ccc1Cl)C(=O)Nc1ccc2c(c1)OCCO2 (centres undefined)	-21%	-3%	-12%
Cc1cc(C)c(S(=O)(=O)N2CCN(S(=O)(=O)N3CCC(C)CC3)CC2)c(C)c1	-27%	-9%	0%
COc1ccc(NC(=O)CN(C)C(=O)c2cc(C)oc2C)cc1	-6%	4%	/

Not a hit list; any-hit rate near 18%.
